# N370S GC mod – qHTS Assay for Inhibitors and Activators of N370S glucocerebrosidase as a Potential Chaperone Treatment of Gaucher Disease. Lysosomal acid glucosylceramidase (Homo sapiens), P04062. N370S GC spleen homogenate, 4MU-glucoside fluorescence. Potency, µM (doses to about 59.4 µM), for inactives: at the highest dose activity change, negative = inhibition, most hits filed as inhibitors. hit rate 0.092% among 330,000. AID 2101, 2009;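 also: 0% = full enzyme activity and -100% = no enzyme basal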
# FEN1 inhibitor – qHTS Assay for the Inhibitors of Human Flap endonuclease 1 (FEN1) | Recombinant FEN1 flap cleavage, fluorescence, 15 min | Potency, µM (doses to about 114 µM), inactives show at the highest dose activity change, negative = inhibition, hits mostly inhibitors | hit rate 0.35% among 390,000 | AID 588795, 2011; also: nearly all actives have a fitted effect of over 65% in size
# Target sequence (P39748 whole entry, looked up): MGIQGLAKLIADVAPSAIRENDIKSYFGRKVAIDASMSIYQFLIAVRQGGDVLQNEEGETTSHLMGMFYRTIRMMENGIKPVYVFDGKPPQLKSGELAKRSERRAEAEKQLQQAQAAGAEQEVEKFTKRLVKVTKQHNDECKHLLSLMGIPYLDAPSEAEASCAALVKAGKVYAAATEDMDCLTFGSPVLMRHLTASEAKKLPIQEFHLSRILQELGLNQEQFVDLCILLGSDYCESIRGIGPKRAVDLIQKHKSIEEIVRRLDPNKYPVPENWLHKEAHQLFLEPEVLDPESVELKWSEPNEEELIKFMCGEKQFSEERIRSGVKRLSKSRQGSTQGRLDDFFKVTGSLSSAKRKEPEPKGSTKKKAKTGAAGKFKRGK
#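 Read-out was taken twice, immediately and after 15 min, following addition of 50 nM substrate to 10 nM FEN1 that had sat with test compound for 15 min at room temperature. Curves came from a four-parameter Hill model.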
# Active calls of the source: *; u = inconclusive; x = no result given; [ ] = remark or other dose. Calls follow the shape of the dose curve; as a rule, active = well fitted curve in the direction sought with a large enough effect; inconclusive = small, poorly fitted or top-dose-only effect, or another doubt; inactive = no such curve, though single readings can be large; an effect the other way counts as inactive or inconclusive. Unless noted, % is scaled to controls: 0 for no effect and ±100 for the full control effect; potency is read from the fitted curve at half-maximal effect. A portion of the library; the hit share may differ from the screen's.
SMILES,N370S GC mod,FEN1 inhibitor
COc1ccccc1N1CCN(C(=O)CSc2nnc3c4ccccc4nc(Cc4ccccc4)n23)CC1,1.8%,x
CC(C)=CCC/C(C)=C/COc1c2ccoc2cc2oc(=O)ccc12,x,0.6%
COc1cc(-c2cc[n+](C)cc2)ccc1O,x,-14.6%
Cc1cccc(C)c1NC(=O)c1ccc2c(c1)N(Cc1cccc(Cl)c1)C(=O)c1ccccc1S2=O (stereo not given),x,10.0%
O=S(=O)(NCCc1cn(S(=O)(=O)c2ccccc2)c2ccccc12)c1ccccc1,x,-11.6%
COc1ccccc1Nc1nc(C)nc(N)c1S(=O)(=O)c1ccccc1,x,2.7%
COc1ccc(NC(=O)Nc2cc(-c3cn4cccnc4n3)ccc2OC)cc1,x,u
COC(=O)CCCn1c(-c2ccc(C)cc2)c(C)n2c3c(=O)n(C)c(=O)n(C)c3nc12,x,10.3%
O=C1CSC2(C(=O)N(Cc3ccccc3)c3ccccc32)N1c1cccc(F)c1 (stereo not given),x,4.4%
COc1cc(-c2nc(C(N)=O)c3c(n2)n(-c2cccc(C)c2)c(=O)n3C)cc(OC)c1OC,x,-0.1%
CN(C)CCCN1c2ccc([N+](=O)[O-])cc2CCc2cc([N+](=O)[O-])ccc21,x,u
O=S(=O)(c1ccc2c(c1)OCCO2)C1CCC(S(=O)(=O)c2c(F)cccc2F)CC1 (stereo not given),x,-4.4%
CCCCOc1ccc(CNC(=O)CN2CCSc3ccccc32)cc1,x,-19.6%
CCc1ccc(NC(=O)c2sc3nc(C)cc(C)c3c2NC(=O)c2ccccc2OC)cc1,x,11.6%
CC(C)[C@@H]1CC[C@@H](C)C[C@@H]1P(=O)(c1ccccc1)c1ccccc1,x,u
O=C(CN1C(=O)COc2ccc(S(=O)(=O)N3CCCC3)cc21)N1CCN(c2ccc(Cl)cc2)CC1,x,9.1%
CCNC(=O)N1CCN(/[N+]([O-])=N/Oc2ccc([N+](=O)[O-])cc2[N+](=O)[O-])CC1,x,u
CCN1CCN(C(=O)c2c(C)nn(-c3ccc(F)cc3)c2-n2cccc2)CC1,x,14.7%
COc1ccccc1Nc1sc(C(=O)c2ccc(F)cc2)c(N)c1S(=O)(=O)c1ccc(C)cc1,x,13.2%
C[C@H](NC(=O)OC(C)(C)C)c1nnc(SCc2ccc(Cl)cc2Cl)o1,x,-8.6%
COc1ccc2oc(-c3cccc(NC(=O)c4sc5c([N+](=O)[O-])cccc5c4Cl)c3)nc2c1,x,38.2%[activator]
COc1ccc2oc(=O)c(C(=O)N3CCN(c4cc(Cl)ccc4Cl)CC3)cc2c1,x,-9.8%
CCN(CC)/[N+]([O-])=N/OCOC(=O)C(C)c1ccc2cc(OC(C)=O)ccc2c1 (stereo not given),x,-6.0%
CC(C)(C)Oc1ccccc1Nc1nc(NCCO)nc(N2CCCC2)n1,x,-21.6%
CCCSc1nnc2n(-c3ccc(OC)cc3)c(=O)c3c4c(sc3n12)COC(C(C)C)C4 (stereo not given),x,-0.3%
Cc1nc(-c2cccnc2)sc1CCNS(=O)(=O)c1ccc(F)cc1,x,7.9%
CCCOC(=O)CSc1nnc(-c2ccccc2)o1,x,-10.2%
COc1cc(OC)c(NC(=O)c2ccc(-n3cnc4cccnc43)cc2)cc1Cl,x,-1.4%
CCOc1ccc(C(=O)Nc2cc(-c3nc4cc(OC)ccc4o3)ccc2C)cc1[N+](=O)[O-],x,-25.6%
COC(=O)c1c(C)oc2ccc(N(C(=O)c3ccncc3)S(=O)(=O)c3cc(C)ccc3C)cc12,x,-1.8%
CC(C)c1ccc(N2C(=O)CSC23C(=O)N(Cc2ccccc2F)c2ccccc23)cc1 (stereo not given),x,3.8%
Cc1cccc(-c2nc(C)c(CCNC(=O)C(=O)Nc3ccc(C)c(C)c3)s2)c1,x,-7.5%
O=S(=O)(c1ccc(Cl)cc1)N1CCN(c2nc(-c3cccc(Br)c3)nc3ccccc23)CC1,x,-6.3%
CCc1ccc(CNC(=O)CN2CCSc3ccccc32)cc1,x,3.3%
CCc1ccc2oc(-c3cccc(NC(=O)C(C)(C)Oc4ccc(Br)cc4)c3)nc2c1,x,-9.4%
CCCOC(=O)c1ccc(NC(=O)C2CC(=O)N(c3ccc(C)cc3)C2)cc1 (stereo not given),x,-3.0%
COc1ccc(NC(=O)CCS(=O)(=O)c2cc3c(cc2C)NC(=O)CO3)cc1Cl,x,-5.3%
Cc1ccc(-c2nc3cc(C(C)C)ccc3o2)cc1NC(=O)c1cccs1,x,3.2%
COc1ccc(CCNC(=O)c2cc(-c3ccccc3)nc3ccccc23)cc1OC,x,u
O=C(CCNS(=O)(=O)c1ccc2c(c1)CCCC(=O)N2)NCc1ccc(Cl)cc1,x,13.6%

# Among those listed so far, these have two or more sulfur atoms.
SMILES,N370S GC mod,FEN1 inhibitor
O=S(=O)(NCCc1cn(S(=O)(=O)c2ccccc2)c2ccccc12)c1ccccc1,x,-11.6%
O=S(=O)(c1ccc2c(c1)OCCO2)C1CCC(S(=O)(=O)c2c(F)cccc2F)CC1 (stereo not given),x,-4.4%
COc1ccccc1Nc1sc(C(=O)c2ccc(F)cc2)c(N)c1S(=O)(=O)c1ccc(C)cc1,x,13.2%
CCCSc1nnc2n(-c3ccc(OC)cc3)c(=O)c3c4c(sc3n12)COC(C(C)C)C4 (stereo not given),x,-0.3%
Cc1nc(-c2cccnc2)sc1CCNS(=O)(=O)c1ccc(F)cc1,x,7.9%

# The list goes on.
SMILES,N370S GC mod,FEN1 inhibitor
CCOc1ccc(CCNC(=O)Cn2nnc(-c3ccccc3)n2)cc1OCC,x,4.4%
Cc1ccc(Cl)cc1NC(=O)CSc1nc(C)c(C)c(C)c1C#N,x,-15.1%
CCCOC1(C(F)(F)F)NC(=O)N(c2cccc(Cl)c2)C1=O (stereo not given),x,-4.0%
Cc1nn(-c2ccc(F)cc2)c(-n2cccc2)c1C(=O)N1CCN(c2ccccc2F)CC1,x,-10.0%
Cc1ccc2oc(-c3ccc(C)c(NC(=O)/C=C/c4ccc(Cl)cc4)c3)nc2c1,x,15.4%
Cc1ccc(S(=O)(=O)c2cnc(SC(C)C(=O)Nc3ccccc3)[nH]c2=O)cc1 (stereo not given),x,-4.8%
COc1cccc(N2CCN(C(=O)CN3CCSc4ccc(S(=O)(=O)N(C)C)cc43)CC2)c1,x,-8.7%
COc1ccc(CNC(=O)c2cc3c(s2)-c2ccccc2OC3)cc1,x,-19.0%
Cc1nc(SCc2nc3ccc(C(F)(F)F)cc3[nH]2)c2oc3ccccc3c2n1,x,-3.3%
COc1cccc(-c2nc(C(N)=O)c3c(n2)n(-c2ccc4c(c2)OCO4)c(=O)n3C)c1OC,x,-17.9%
COc1cccc(C2CC(=O)Nc3c2c(=O)[nH]c2ncnn32)c1OC (stereo not given),x,-3.4%
Cc1cc2c(cc1Cl)N(C(=O)Nc1ccc(Oc3cccnc3C)nc1)CC2,x,-1.3%[57.1 µM]
COc1cc(C2CC(=O)c3cnc(N4CCN(CCO)CC4)nc3C2)cc(OC)c1OC (stereo not given),x,-9.8%
O=C(Nc1ccc2nc(-c3ccco3)c(-c3ccco3)nc2c1)N1CCCC1,x,11.2µM*
CCN(CC)c1ccc(NC(=O)CCS(=O)(=O)c2cc3c(cc2Cl)NC(=O)CO3)c(C)c1,x,5.0%
COc1cc(/C=C(\C#N)c2nc3ccccc3c(=O)[nH]2)cc(OC)c1OC,x,-8.6%
Cn1nnnc1Sc1ncnc2scc(-c3cccc(S(C)(=O)=O)c3)c12,x,9.9%
COc1cc(OC)cc(C(=O)N2CCN(C(=O)COc3ccc(C)cc3)CC2)c1,x,-0.9%
Cc1cc(S(=O)(=O)Nc2ccc(O)c(Sc3nc4ccccc4s3)c2)ccc1Cl,x,-15.4%
COc1cccc(C2CC(=O)Nc3c2c(=O)n(C)c2ncnn32)c1OC (stereo not given),x,-8.6%

# In a second layout: results already given.
smiles	N370S GC mod	FEN1 inhibitor
CCN(CC)c1ccc(NC(=O)CCS(=O)(=O)c2cc3c(cc2Cl)NC(=O)CO3)c(C)c1	x	5.0%
COc1cc(C2CC(=O)c3cnc(N4CCN(CCO)CC4)nc3C2)cc(OC)c1OC (stereo not given)	x	-9.8%

# (next part)
SMILES,N370S GC mod,FEN1 inhibitor
CCc1ccc(-n2nc3ccc(NC(=O)c4ccc(C#N)cc4F)cc3n2)cc1,x,9.6%
COc1ccc(-c2nc3ccccc3o2)cc1NC(=O)COc1ccc(C)c(C)c1,x,2.0%
CCc1ccccc1NC(=O)c1cc2nc(-c3ccc(OC)c(OC)c3)cc(C(F)(F)F)n2n1,x,-5.2%
O=C1Nc2cc(Cl)ccc2Nc2cscc21,x,-15.9%
Cc1nc(SCc2nc3ccccc3[nH]2)c2oc3ccc(Br)cc3c2n1,x,9.9%
CCC(=O)NC(c1cc(Cl)c2ccccc2c1O)C1CC1 (stereo not given),x,-4.7%
CCOc1ccc(S(=O)(=O)N2CCN(c3ccc(C)cc3C)CC2)c2ccccc12,x,-5.2%
CC1(C)c2[nH]c3ccccc3c2C[C@H]2C(=O)N(Cc3cccc(F)c3)C(=O)N21,x,-7.5%
COc1ccc2[nH]cc(CCN=C(NC(=O)c3ccccc3C)Nc3nc(C)cc(C)n3)c2c1,x,8.2%
Cc1ccc(OCCn2c(CCNC(=O)C3CCCCC3)nc3ccccc32)cc1,x,u
COC(=O)c1ccc(NC(=O)CSc2nnc3c4ccccc4n(C(C)C)c3n2)cc1,x,4.7%
COc1ccc(Cl)cc1Nc1nc(NCCO)nc(N2CCCCC2)n1,x,-7.2%
Cc1ccc2ccc3c(c2n1)NS(=O)(=O)c1ccccc1-3,x,13.3%
Cc1ccc(Cl)cc1N1CCN(C(=O)CN2C(=O)COc3ccc(S(=O)(=O)N4CCOCC4)cc32)CC1,x,-0.7%
CC1CCCCN1Cc1c(O)ccc2c(=O)c(-c3ccc(Cl)cc3)c(C(F)(F)F)oc12 (stereo not given),x,14.5%
CC(=O)Nc1ccc2nc3c(=O)[nH]c(=O)[nH]c3nc2c1,x,28.2µM*
COc1ccc2c(c1)c(N1CCCC1=O)c(C(=O)Nc1ccc(Cl)cc1C)n2C,x,10.1%
CC(=O)c1ccccc1OCC(O)Cn1c(CO)nc2ccccc21 (stereo not given),x,14.8%
COCCNC(=O)c1ccc(-c2nc(CN3CCc4ccccc43)c(C)o2)cc1,x,-1.9%
O=C(Nc1cccc2cccnc12)c1ccccc1[N+](=O)[O-],x,-4.9%
CCOC(=O)Cn1c(=O)n(C2CCCCC2)c2nc(-c3ccccc3Cl)nc(C(N)=O)c21,x,-17.0%
CC(=O)N1CCN(c2ccc(NCc3ccc(-c4cccc(Cl)c4)o3)cc2)CC1,x,-4.1%
CCOc1ccccc1N(CC(=O)Nc1ccc(OC)c(Cl)c1)S(=O)(=O)c1ccccc1,x,-0.7%
CC(C)(C)n1ncc2c(=O)n(Cc3ccc(OC(F)(F)F)cc3)cnc21,x,-23.2%
O=S(=O)(c1ccc2c(c1)OCCO2)N1CCCN(S(=O)(=O)c2c(F)cccc2F)CC1,x,-2.9%
COc1ccc(S(=O)(=O)Nc2cccc3cccnc23)c(N)c1,x,u
COc1ccc(-c2nc(C)c(CCNC(=O)C(=O)Nc3cc(C)cc(C)c3)s2)cc1OC,x,2.4%
COc1cc(OC)cc(C(=O)Nc2ccc(-c3nc4ccccc4s3)cc2C)c1,x,-8.2%
COc1ccc(NC(=O)c2ccc3c(c2)N(Cc2cccc(Cl)c2)C(=O)c2ccccc2S3(=O)=O)cc1Cl,x,2.4%
Cc1noc(C)c1-c1ccc2nc[nH]c(=O)c2c1,x,0.3%
O=C(NNC(=O)c1nc2ccccc2[nH]1)OCc1ccccc1,x,3.6%
COc1ccc(Br)cc1CNC(=O)CN1CCSc2ccccc21,x,-20.7%
COc1ccccc1CN1C(=O)[C@H]2Cc3c([nH]c4ccccc34)C(C)(C)N2C1=O,x,2.0%
CC(C)N(Cc1ccccc1)C(=O)CCS(=O)(=O)c1cc2c(cc1Cl)NC(=O)CO2,x,14.9%
CC(C)CC(=O)NC1(C(F)(F)F)C(=O)Nc2c1c(=O)[nH]c(=O)n2-c1ccccc1 (stereo not given),x,18.6%
COc1ccc(CN2C(=O)[C@@H]3Cc4c([nH]c5ccccc45)C(C)(C)N3C2=O)cc1,x,5.8%
CCCCCCC1(C)NC(c2ccc3c(c2)OCO3)=CC(c2cc(Br)ccc2O)N1 (stereo not given),x,-7.3%
CCOC(=O)Cn1c(=O)n(C2CCCCC2)c2nc(-c3ccc(CC)cc3)nc(C(N)=O)c21,x,-6.1%
CC(C)c1ccc(C2C3=C(CC(c4ccco4)CC3=O)Nc3nc(C(F)(F)F)nn32)cc1 (stereo not given),x,17.5%
Cn1nnnc1Sc1ncnc2scc(-c3ccc(-c4ccccc4)cc3)c12,x,-17.4%
COc1ccc(N2C(=O)CSC23C(=O)N(Cc2ccccc2F)c2ccccc23)cc1Cl (stereo not given),x,-11.6%
Cc1ccc(NC(=O)Cn2nnc(-c3ccccc3)n2)c(C)c1,x,-10.4%
Oc1ccc(Br)cc1C1C=C(c2ccc3c(c2)OCO3)NC(c2cccc(F)c2)N1 (stereo not given),x,-25.6%
O=C(NCCCN1CCN(c2ccc(F)cc2)CC1)c1cc2c(s1)-c1ccccc1OC2,x,-19.4%
COc1ccc(CNc2nc(-c3ccc(Cl)cc3)nn2S(=O)(=O)c2ccc(C)cc2)cc1,x,-12.7%
CCNc1nc2c(c(=O)n(C)c(=O)n2C)n1CC(O)COc1ccccc1 (stereo not given),x,3.2%
COc1ccc(CN2COc3ccc4c(C)cc(=O)oc4c3C2)cc1,x,-6.9%

# Source: PubChem BioAssay (National Center for Advancing Translational Sciences (NCATS))
